RmlCD inh 1536: M. tuberculosis RmlC/RmlD inhibition; P9WH09+P9WH11; RmlC+RmlD coupled enzyme assay, percent inhibition; primary screen in compound mixtures; inhibition, % at 3.6 µM; 160,000 compounds, 0.03% hits; in the data active = inhibition mostly above about 34%, no sharp cut-off; note: some results filed as inactive read as strong as hits
Target sequence (P9WH09 whole entry, looked up): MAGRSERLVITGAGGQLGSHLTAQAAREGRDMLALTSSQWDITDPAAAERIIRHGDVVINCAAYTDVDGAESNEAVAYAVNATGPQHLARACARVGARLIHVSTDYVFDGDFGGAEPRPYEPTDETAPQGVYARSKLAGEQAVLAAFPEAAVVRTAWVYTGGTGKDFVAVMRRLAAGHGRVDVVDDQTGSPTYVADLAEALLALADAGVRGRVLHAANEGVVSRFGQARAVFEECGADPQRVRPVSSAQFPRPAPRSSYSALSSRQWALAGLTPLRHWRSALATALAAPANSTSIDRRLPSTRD
Target sequence (P9WH11 whole entry, looked up): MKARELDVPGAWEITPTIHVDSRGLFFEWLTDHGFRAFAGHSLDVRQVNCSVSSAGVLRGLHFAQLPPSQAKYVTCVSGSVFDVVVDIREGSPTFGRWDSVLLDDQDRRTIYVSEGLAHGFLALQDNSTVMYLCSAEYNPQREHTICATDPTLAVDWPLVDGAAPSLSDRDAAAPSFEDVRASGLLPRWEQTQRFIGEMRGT
M. tuberculosis GlmU: inhibition of mycobacterial GlmU enzyme – biochemical, glucosamine-1-phosphate acetyltransferase (AID 1376). M. tuberculosis GlmU acetyltransferase enzyme assay; higher % means a stronger effect. 220,000 compounds, 0.25% hits. one-dose inhibition, %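 (tested at 30 µM in the primary screen)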; IC50 in µM for titrated hits; in the data active = inhibition above about 13%;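 note: 0% = complete reaction with vehicle and 100% = reaction without substrate; strong numbers were not always called active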
Numbers without * were called inactive; nt = no result given.

SMILES | RmlCD inh 1536 | M. tuberculosis GlmU
COC(=O)CCCC1=CC2=CC(=O)C(C)(OC(=O)c3cccs3)C(=O)C2=CN1CCN1CCOCC1 (centres undefined) | nt | -1.6%
Cc1c(C(=O)NN)nn(-c2ccc(Cl)cc2)c(=O)c1C#N | -9.4 | 4.4%
O=C(NCC1CCCO1)c1c(O)c2cccc3c2n(c1=O)CC3 (centres undefined) | -15.0 | -9.3%
COC(=O)[C@@]1(Cc2ccc(OC)cc2)[C@@H]2[C@@H](CC(=O)[C@H]2CC(=O)C(=O)N(C)C)CN1C(=O)c1ccccc1 | nt | -1.7%
Cc1ccc(C=Nc2cc([N+](=O)[O-])ccc2C)s1 | -9.4 | -0.8%
O=C1N(c2ccc(Cl)cc2)C(c2cccnc2)N2CCCN12 (centres undefined) | -10.3 | -1.8%
CC1(C(=O)NNC(=S)NCc2ccco2)CC1(Cl)Cl (centres undefined) | -8.4 | -2.8%
CCOC(=O)N1CCC(NC(=O)c2cc3ccccn3n2)CC1 | 2.6 | nt
COc1ccc(-c2cn3ccccc3n2)cc1[N+](=O)[O-] | -11.2 | 1.8%
Cc1ccc(NC2CC(=O)N(CCc3ccccc3)C2=O)cc1 (centres undefined) | 12.3 | 0.1%
Cc1nc2cc(C(=O)OCC(=O)Nc3ccc(C#N)cc3)ccc2n1-c1ccccc1 | 8.4 | -0.5%
COc1cc(/C=N/n2cnnc2)ccc1OCc1ccccc1 | nt | -4.3%
COc1ccc(/C=N\Nc2ccccc2[N+](=O)[O-])c(C(=O)O)c1OC | 6.4 | 6.4%
CCOC(=O)N1CCN(CC(=O)Nc2ccc(F)cc2F)CC1 | -3.2 | -4.7%
CCN(CC)CCOC(=O)C1(c2ccc(OC)c(OC)c2)CCCC1 | nt | -1.8%
CC(=O)N1[C@@H]2CC3C4CC=C5C[C@@H](O)CC[C@]5(C)C4CC[C@]3(C)[C@@]21C(C)=O (some centres undefined) | 0.1 | 1.6%
COc1ccc2c(c1)O[C@H](c1ccc3c(c1)OCO3)[C@@H](OC(=O)N[C@H]1CCCc3ccccc31)C2=O | nt | -0.1%
Cc1ccc2cc(C#N)c(N3CCCN(C(=O)C4CCCO4)CC3)nc2c1C (centres undefined) | nt | 1.5%
OCCNCc1cccc(OCc2ccc(Cl)cc2)c1 | 2.1 | -0.1%
Cc1nc2nc(C)c(CCC(=O)N3CCC4(CC3)OCCO4)c(C)n2n1 | 11.6 | 6.0%
NS(=O)(=O)c1ccc(NC(=O)COC(=O)c2ccc(Cl)nc2)cc1 | 10.0 | -2.5%
O=C(CSc1nc(-c2cccs2)cc(C(F)(F)F)n1)NCCCn1ccnc1 | nt | -4.4%
CCOC(=O)Cn1c(C)nc2ccccc21 | -6.4 | 0.3%
S=C(Nc1ccc(Cl)cc1)NC1CCN(Cc2ccccc2)CC1 | 5.5 | -5.2%
COc1cc(C(F)(F)F)c(C(=O)N(C)c2ccc(Cl)cc2)cn1 | -5.7 | nt
SMILES | RmlCD inh 1536 | M. tuberculosis GlmU
CCOc1ccccc1NC(=S)/C(=C(\[O-])c1ccc2c(c1)OCCO2)[n+]1ccc(CC)cc1 | -1.3 | -1.9%
COc1cccc(C(c2c(N)[nH]c(=S)[nH]c2=O)c2c(N)[nH]c(=S)[nH]c2=O)c1 | 77.6 | -3.2%
COc1cc(/C=C(\C#N)c2ccccn2)ccc1OCc1ccccc1 | -10.1 | 0.5%
Cc1cccn2c(=O)c3cc(C(=O)N4CCC5(CC4)OCCO5)n(C)c3nc12 | 26.5 | nt
CC12CS(=O)(=O)CC1SC(=S)N2c1ccccn1 (centres undefined) | nt | -2.7%
C=CCC(c1ccccc1)N(C(C)=O)c1ccco1 (centres undefined) | -11.5 | 0.9%
Cc1ccccc1-n1c(SCc2c(C)noc2C)nnc1-c1ccncc1 | 5.0 | -3.0%
Cc1cc(/C=N/n2cnnc2)c(C)n1-c1cc(Cl)ccc1Cl | nt | 0.1%
Cc1ccccc1S(=O)(=O)Cc1ccc(C(=O)NC(C)c2ccc3c(c2)OCCO3)o1 (centres undefined) | 4.1 | 15.3%
Cn1c(=S)[nH]c2cccnc21 | 29.8 | 1.9%
CCCCCCNC(=O)c1c(O)c2ccccc2[nH]c1=O | 4.0 | 1.4%
CCOC(=O)c1sc(C)c(C(=O)NC2CCCCC2)c1N | nt | 3.1%
O=C(NCCn1ccc2ccccc21)C1CCCCC1 | -7.7 | -3.7%
CC(Sc1nnc(NC(=O)c2cc3ccccc3oc2=O)s1)c1ccccc1 (centres undefined) | -6.4 | -7.8%
CCOC(=O)C1CCN(c2nc(-c3ccc(C)cc3)nc3ccccc23)CC1 | 5.4 | 1.7%
Nn1c(SCc2cc([N+](=O)[O-])cc3c2OCOC3)nnc1-c1ccccn1 | -8.5 | -2.2%
COc1ccc(C2C(C(=O)N3CCC4(CC3)OCCO4)c3cc(OC)c(OC)cc3C(=O)N2C)cc1 (centres undefined) | -6.0 | 4.9%
Cc1ccc(NC(=O)CN(C)Cc2nc3ccccc3c(=O)[nH]2)c(Br)c1 | 10.5 | -7.4%
O=C(O)CC1C(=O)NCCN1Cc1ccc(F)c(F)c1 (centres undefined) | nt | 0.8%
CN1CCc2c(sc3c2C(=O)NC(c2ccc4c(c2)OCO4)N3)C1 (centres undefined) | nt | 0.2%
COc1ccc(CNC(=O)CCNS(=O)(=O)c2ccc(Cl)cc2)cc1 | 5.0 | 3.1%
COc1cc(/C=N/NC(=O)Nc2ccccc2)ccc1OCCOc1ccccc1C | -0.8 | 7.6%
O=C(CSc1nc2ccc(Cl)cc2[nH]1)NC1CCCc2ccccc21 (centres undefined) | nt | -4.8%
CC(C)Cc1nnc(NC(=O)c2ccncc2)s1 | -5.3 | -2.8%
CC(C)OCCCNC(=O)c1ccc(C2SCC(=O)N2Cc2ccco2)cc1 (centres undefined) | 1.2 | -5.4%
SMILES | RmlCD inh 1536 | M. tuberculosis GlmU
CCc1c(C)sc2nc(C(C)C)nc(SCC(=O)N3CCc4ccccc4C3)c12 | 5.4 | -1.3%
Cc1nc(NC(=O)COC(=O)c2ccc(S(=O)(=O)N3CCc4ccccc4C3)cc2)c(Cl)cc1Cl | 6.2 | -5.4%
COc1cccc(CC2(CO)CCCN(Cc3cn(C)c4ccccc34)C2)c1 (centres undefined) | -10.0 | 3.9%
CCN(c1ccccc1)S(=O)(=O)c1ccc(NC(=O)c2ccco2)cc1 | 4.0 | 1.7%
CCOC(=O)C1C(=O)C=C(c2ccc(C)cc2)CC1c1ccc([N+](=O)[O-])cc1 (centres undefined) | 3.0 | -1.4%
Cc1cccc(C(CC(=O)O)NC(=O)C(F)(F)F)c1 (centres undefined) | -1.4 | -1.2%
COc1ccc(-c2cc(C(F)(F)F)n3nc(C(=O)NCc4ccco4)cc3n2)cc1 | 101.5 | -1.4%
C=CCNC(=O)CCCOc1cccc(C)c1 | nt | 7.2%
C=CCOc1ccccc1CNCc1ccc(F)cc1 | -6.6 | -6.4%
COc1ccccc1N1CCN(C(c2cccs2)C(C)NC(=O)c2ccco2)CC1 (centres undefined) | nt | 5.0%
O=C1N=C(N2CCCC2C(=O)O)S/C1=C\c1ccco1 (centres undefined) | nt | -1.4%
CC(C)CCNc1nc(N)c([N+](=O)[O-])c(NCC2CCCO2)n1 (centres undefined) | 6.2 | 2.4%
CC(C)Sc1ncnc2c1oc1ccccc12 | 10.5 | -0.6%
O=C(c1ccc2ccccc2c1)N1CCN(c2ccccc2)CC1 | -4.7 | -6.0%
O=C(O)c1cc(S(=O)(=O)N2CCCC2)ccc1Br | -2.6 | -0.4%
COc1ccc(/C=C/C(=O)NCC(=O)N/N=C/c2cccnc2)cc1 | -12.2 | -3.6%
CC(C)CN(C(=O)COC(=O)c1cc2ccccc2oc1=O)C1CCS(=O)(=O)C1 (centres undefined) | 30.5 | 3.5%
O=C(CNC(=O)c1cccs1)NCCN1CCN(c2ccccc2F)CC1 | 8.0 | 1.7%
COc1ccc(N2C(=O)c3cccc4cccc(c34)C2=O)nn1 | -4.9 | 4.5%
O=C1CC(c2ccc(O)c(O)c2)Oc2c1ccc(O)c2O (centres undefined) | nt | 10.9%
O=C(O)/C=C/C(=O)NNC(=O)c1cccc(Br)c1 | nt | 7.5%
CN(Cc1ccccc1)C(=O)c1ccc2c(c1)OCCO2 | 3.8 | 2.6%
COc1ccc(C(OC(=O)c2cccs2)C(=O)NCC2CCCO2)cc1 (centres undefined) | 2.7 | -4.6%
CC(C)CC(C(=O)O)N(Cc1ccccc1)Cc1ccccc1 (centres undefined) | nt | -5.2%
C/C(N)=C(/C#N)C(=O)COC(=O)Cc1coc2cc(C)ccc12 | -7.0 | 10.4%

Among those listed so far, these have a nitro group on carbon.
SMILES | RmlCD inh 1536 | M. tuberculosis GlmU
Cc1ccc(C=Nc2cc([N+](=O)[O-])ccc2C)s1 | -9.4 | -0.8%
COc1ccc(-c2cn3ccccc3n2)cc1[N+](=O)[O-] | -11.2 | 1.8%
COc1ccc(/C=N\Nc2ccccc2[N+](=O)[O-])c(C(=O)O)c1OC | 6.4 | 6.4%
Nn1c(SCc2cc([N+](=O)[O-])cc3c2OCOC3)nnc1-c1ccccn1 | -8.5 | -2.2%
CCOC(=O)C1C(=O)C=C(c2ccc(C)cc2)CC1c1ccc([N+](=O)[O-])cc1 (centres undefined) | 3.0 | -1.4%
CC(C)CCNc1nc(N)c([N+](=O)[O-])c(NCC2CCCO2)n1 (centres undefined) | 6.2 | 2.4%

Compounds shown so far with a cyano group (5):
SMILES | RmlCD inh 1536 | M. tuberculosis GlmU
Cc1c(C(=O)NN)nn(-c2ccc(Cl)cc2)c(=O)c1C#N | -9.4 | 4.4%
Cc1nc2cc(C(=O)OCC(=O)Nc3ccc(C#N)cc3)ccc2n1-c1ccccc1 | 8.4 | -0.5%
Cc1ccc2cc(C#N)c(N3CCCN(C(=O)C4CCCO4)CC3)nc2c1C (centres undefined) | nt | 1.5%
COc1cc(/C=C(\C#N)c2ccccn2)ccc1OCc1ccccc1 | -10.1 | 0.5%
C/C(N)=C(/C#N)C(=O)COC(=O)Cc1coc2cc(C)ccc12 | -7.0 | 10.4%

Continuation.
SMILES | RmlCD inh 1536 | M. tuberculosis GlmU
CC(C1CCN(Cc2nc(C3CC3)no2)CC1)N1CCOCC1 (centres undefined) | 5.2 | 2.6%
CC1CCCC(NC(=O)COC(=O)c2cc(S(=O)(=O)N3CCCCC3)ccc2N2CCOCC2)C1C (centres undefined) | -1.0 | -1.7%
CCCC(c1nnnn1Cc1ccco1)N1CCN(C(=O)c2ccco2)CC1 (centres undefined) | nt | -3.9%
Cc1cc2cc(CN(Cc3cccs3)S(=O)(=O)c3ccc4c(c3)OCCO4)c(=O)[nH]c2cc1C | 11.5 | -0.9%
Cc1ccccc1NC(=O)CSc1nnnn1C | 6.6 | -0.6%
Cc1ccc(Nc2nnc(SCC(=O)NC(Cc3c[nH]c4ccccc34)C(=O)O)s2)cc1 (centres undefined) | nt | 4.3%
C=C(C)c1cccc(C(C)(C)NC(=O)NCCCN2CCCC2=O)c1 | nt | -4.2%
CN(NC(=O)c1cccc(Cl)c1)c1nc(-c2ccccc2)nnc1C(F)(F)F | 16.1 | -6.9%
COC(=O)c1ccc(S(=O)(=O)NCCSc2nnc3c4ccccc4n(C)c3n2)cc1 | -3.8 | 1.7%
COc1ccc(/C=N/N2C(=O)c3ccccc3C2=O)cc1 | -2.6 | 8.2%
COc1ccc(OS(=O)(=O)c2c(C)noc2C)cc1 | -8.1 | 3.0%
Cc1cc(OC(=O)c2ccc(S(=O)(=O)N(C)C)cc2)c([N+](=O)[O-])c(=O)[nH]1 | -0.7 | 2.2%
Cn1c(SCC(N)=O)nnc1-c1ccccc1 | 14.6 | -1.1%
O=[N+]([O-])c1ccccc1/C=N/NC1=NCCCCC1 | 5.1 | -7.7%
O=S(=O)(CC12C3C4C5C1C2C(Br)(C43)C51OCCO1)c1ccccc1 (centres undefined) | 22.3 | 1.9%
O=C(NCC(c1cccs1)N1CCOCC1)c1ccccc1NS(=O)(=O)c1ccc(Cl)c([N+](=O)[O-])c1 (centres undefined) | -6.3 | 6.2%
O=C(O)c1ccc(Cl)c2c1C1C=CCC1C(c1ccccn1)N2 (centres undefined) | 11.0 | 3.8%
C=C1CC(C(=O)N/N=C/c2ccc(O)cc2)C1 | -6.6 | -0.5%
C=CCC1(CC=C)CCCN1C(=O)CC1C(=O)NCCN1Cc1cccc(OC)c1OC (centres undefined) | -6.3 | -5.6%
Cc1ccc(Nc2ccc(C(N)=O)cc2[N+](=O)[O-])cc1C | -3.2 | 4.6%
Cc1ccc(NC(=O)Cn2cccc2)c(C)c1 | -0.5 | 5.6%
O=C(NCc1cccnc1)C(=O)Nc1nc(-c2ccccc2)cs1 | -5.9 | 7.4%
CCOc1cc(N2CCOCC2)c(OCC)cc1NC(=O)CN1C(=O)NC2(CCCCCCC2)C1=O | 25.5 | -5.4%
CCOc1cccc(OCCOc2ccc(C(=O)c3ccccc3)cc2)c1 | -3.2 | 0.4%
COc1ccc(C(=O)N=S2CCN(C(=O)c3ccc(Cl)cc3)CC2)cc1 | 4.6 | 1.4%
SMILES | RmlCD inh 1536 | M. tuberculosis GlmU
C/C(=N\S(=O)(=O)c1ccc(C)cc1)N(C)C | -5.7 | 0.8%
CCCOc1ccc(CC(CC(=O)O)(C(=O)O)C(=O)O)cc1 | 5.6 | 6.7%
COC(=O)C1=NNC2(c3ccc(C)cc3)C(=O)N(c3ccc(C)cc3)C(=O)C12 (centres undefined) | 14.7 | 4.9%
NS(=O)(=O)c1ccc(N/N=C/c2ccc(C(=O)O)cc2)c([N+](=O)[O-])c1 | nt | 1.0%
Cc1[nH]c2ccccc2c1N=Nc1c(C)n(C)n(-c2ccccc2)c1=O | -1.5 | 1.1%
CCn1c(C(O)c2ccccc2)nc2ccccc21 (centres undefined) | -11.6 | 3.9%

Bioassay records: PubChem BioAssay, several laboratories

This is a subset (hit frequency here may not be typical).
